Source: PubChem BioAssay
TGFb inhibitor: blocks TGF-b signaling. HepG2 CAGA-GFP TGF-b/SMAD3 reporter, GFP fluorescence, 18 h; TGF-beta stimulated, 500 pg/mL final. Potency, µM (top dose mostly 46.1 µM), for the others: at the highest dose activity, negative = inhibition, hits mostly inhibitors. 410,000 compounds, 1.2% hits. AID 588855; also: potency is read from the fitted curve at half-maximal effect; % is scaled to controls: 0 for no effect and ±100 for the full control effect; nearly all actives have a fitted effect of over 65% in size
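Cell-based qHTS in HEPG2 carrying a CAGA-GFP Smad reporter; compounds added before 500 pg/mL final TGF-beta, 18 h incubation at 37 degrees C, GFP fluorescence quantified per cell by imaging cytometry.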
ATXN2 expr inh: ATXN2 expression inhibition | HEK-293 ATXN2-luciferase reporter, luminescence, 24 h | Potency, µM (titrated, usually from 57 µM), without a hit: at the highest dose activity change, negative = inhibition, hits mostly inhibitors | 360,000 compounds, 0.72% hits | AID 1745845; also: potency is read from the fitted curve at half-maximal effect; % is scaled to controls: 0 for no effect and ±100 for the full control effect; nearly all actives have a fitted effect of over 55% in size
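ATXN2-luciferase reporter cells (luciferase flanked by upstream and downstream ATXN2 gene portions) were treated 24 h at 37 °C with compounds at up to 57 uM. SteadyGlo luminescence gave expression; GF-AFC fluorescence gave viability.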
A549 tox: A549 cytotoxicity, counter-screen for Nrf2 inhibitors; Potency, µM (series often up to 46 µM), inactives show at the top dose activity change, negative = cytotoxicity, hits mostly inhibitors; A549 ARE-Fluc cells, CellTiter-Fluor viability, 18-24 h; 390,000 compounds, 0.16% hits; also: potency is read from the fitted curve at half-maximal effect; % is scaled to controls: 0 for no effect and ±100 for the full control effect
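A549 ARE_Fluc cells in 5% FBS OPTI-MEM were exposed to compounds in concentration-response for 18-24 h at 37 deg C. Viability was read by CellTiter-Fluor fluorescence (Ex 405/Em 525) after 30 min, before the luciferase read.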
Nrf2 block: Nrf2 pathway inhibition; A549 ARE-Fluc reporter, luciferase luminescence, 18-24 h; Potency, µM (series often up to 46 µM), for the others: at the top dose activity change, negative = inhibition, hits mostly inhibitors; 360,000 compounds, 2.1% hits; AID 504444; also: potency is read from the fitted curve at half-maximal effect; % is scaled to controls: 0 for no effect and ±100 for the full control effect; nearly all actives have a fitted effect of over 60% in size
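Nrf2 function is reported as luminescence of an ARE-controlled luciferase in A549 cells. Compounds were tested at several concentrations, and a CellTiter-Fluor read on the same wells flagged cytotoxicity.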
IL-2 act: IL-2 activation; IL-2 activation reporter assay, cell-based qHTS; stimulated with anti-CD3/CD4/CD28 beads; in transgenic mouse T cells; activation, % (series mostly up to about 46 µM); 360,000 compounds, 0.065% hits; AID 652025; in the data active = activation above about 50%; inconclusive = mostly about 30% to 49%; also: 0% is about no effect
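Quantitative HTS in unstimulated transgenic mouse T cells, with memory T cells as non-tolerant control and PMA/ionomycin as tolerance-bypass control. Compound pretreatment lasted 60 minutes before 18 h bead stimulation; EGFP/DsRed fluorescence read.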
ATXN viability: reduces viability in counter-screen for ATXN expression inhibitors. 400,000 compounds, 0.49% hits. AID 651635. S2 cells (HEK-293 line with an ATXN2-luciferase reporter) viability, CellTiter-Fluor protease fluorescence, 24 h. Potency, µM (top dose mostly 56.7 µM), usual class: cytotoxic; also: potency is read from the fitted curve at half-maximal effect; nearly all actives have a fitted effect of over 40% in size
EPAC2 ag: activates human EPAC2 exchange factor. Q8WZA2. EPAC2 activation, biochemical qHTS; response scale: 100% = 6.5 mM cAMP response. Potency, µM (top dose mostly 154 µM), without a hit: top-dose activation, usual class: activators. 360,000 compounds, 0.079% hits. AID 720711; also: potency is read from the fitted curve at half-maximal effect; nearly all actives have a fitted effect of over 50% in size
Target sequence (Q8WZA2 whole entry, looked up): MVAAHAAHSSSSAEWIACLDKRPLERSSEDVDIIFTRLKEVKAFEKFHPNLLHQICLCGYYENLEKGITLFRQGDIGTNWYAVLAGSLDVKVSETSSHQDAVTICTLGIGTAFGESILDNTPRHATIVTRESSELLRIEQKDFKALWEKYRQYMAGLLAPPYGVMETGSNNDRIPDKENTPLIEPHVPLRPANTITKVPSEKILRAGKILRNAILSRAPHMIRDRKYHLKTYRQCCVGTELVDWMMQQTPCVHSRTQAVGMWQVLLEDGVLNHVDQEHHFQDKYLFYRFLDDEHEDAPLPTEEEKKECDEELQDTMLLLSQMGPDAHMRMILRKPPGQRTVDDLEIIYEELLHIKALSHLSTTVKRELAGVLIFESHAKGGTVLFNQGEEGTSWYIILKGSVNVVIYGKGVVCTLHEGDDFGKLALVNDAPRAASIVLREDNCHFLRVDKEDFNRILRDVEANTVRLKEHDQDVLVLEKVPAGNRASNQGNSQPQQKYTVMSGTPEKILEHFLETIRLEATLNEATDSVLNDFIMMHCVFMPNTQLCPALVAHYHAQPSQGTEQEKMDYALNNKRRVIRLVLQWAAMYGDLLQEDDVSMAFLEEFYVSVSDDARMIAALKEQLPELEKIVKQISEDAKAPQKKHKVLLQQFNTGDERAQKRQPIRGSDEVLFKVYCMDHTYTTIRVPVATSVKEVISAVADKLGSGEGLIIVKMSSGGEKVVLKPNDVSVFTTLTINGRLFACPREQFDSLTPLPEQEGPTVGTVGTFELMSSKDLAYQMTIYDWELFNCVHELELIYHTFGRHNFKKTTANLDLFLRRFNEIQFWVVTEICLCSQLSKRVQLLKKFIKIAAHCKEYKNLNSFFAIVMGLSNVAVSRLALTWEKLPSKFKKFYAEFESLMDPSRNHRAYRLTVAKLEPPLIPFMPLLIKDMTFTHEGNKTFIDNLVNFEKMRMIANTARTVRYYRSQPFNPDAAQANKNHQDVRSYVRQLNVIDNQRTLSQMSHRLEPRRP
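qHTS, titration series. 100 nM EPAC2 / 250 nM Rap1B-BODIPY-GDP / 50 uM GDP; RT; ex 480/em 540 nm, 5-min reads to 30 min. Norm. to 6.5 mM cAMP = activation.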
Nrf2 ARE act: Nrf2 pathway activation | AREc32 ARE-luciferase reporter (MCF7-derived line), luminescence, 24 h | Potency, µM (doses to about 46.1 µM), for inactives: at the top dose activation, actives largely listed as activators | 410,000 compounds, 0.31% hits; also: potency is read from the fitted curve at half-maximal effect; % of control where 0% means no effect; nearly all actives have a fitted effect of over 65% in size
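Luciferase luminescence (Steady-Glo, 30 min at room temperature) served as the read-out of ARE activation in AREc32 cells treated with compounds for 24 hr at 37 deg C.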
HepG2 viability: counter-screen for TGF-b inhibitors: cytotoxicity in HepG2 cells. HepG2 CAGA-GFP viability, ATP luminescence, 18 h. Potency, µM (doses to about 46.1 µM), without a hit: at the top dose activity change, negative = cytotoxicity, actives largely listed as cytotoxic. 410,000 compounds, 0.76% hits; also: potency is read from the fitted curve at half-maximal effect; some results filed as inactive show a strong effect at the top dose
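HepG2 CAGA-GFP cells (1000/well, DMEM with 1% FBS) received compound, then TGF-beta at 500 pg/mL final, and were incubated 18 hours at 37 degrees C. Viability was read by CellTiter-Glo luminescence. Media-only wells were set as complete cell-killing and DMSO as no toxicity.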
The depositor's hits bear a star; i = inactive; ? = inconclusive; / = not tested or not shown; [ ] = dose if it differs, or a comment. Unless noted, calls follow the shape of the dose curve; as a rule, active = well fitted curve in the direction sought with a large enough effect; inconclusive = small, poorly fitted or top-dose-only effect, or another doubt; inactive = no such curve, though single readings can be large; an effect the other way counts as inactive or inconclusive. The list is partial (hit frequency here may not be typical).

SMILES	TGFb inhibitor	ATXN2 expr inh	A549 tox	Nrf2 block	IL-2 act	ATXN viability	EPAC2 ag	Nrf2 ARE act	HepG2 viability
CC1Cc2ccccc2N1Cc1cccc(S(=O)(=O)N(C)C)c1 (stereo not given)	-9.0%	?	-3.2%	?	-0.5	?	10.6%	0.3%	5.5%
O=C(Nc1cccc(OC(=O)N2CCCCC2)c1)N1CCOCC1	-12.8%	/	2.1%	16.4µM*	-0.9	i	-0.8%	-0.6%	3.6%
Fc1ccc2c(c1)nnn2C1CCN(Cc2nnnn2CCc2ccccc2)CC1	-15.7%	-2.1%	-10.3%	-26.8%	-0.4	?	-3.1%	0.2%	-17.3%
CCCCNS(=O)(=O)c1ccc(OCC(=O)N2CCN(Cc3ccc4c(c3)OCO4)CC2)cc1	-17.8%	-26.7%	?	4.61µM*	-3.9	i	0.5%	-0.5%	-18.9%
COc1ccc2c(c1OC)C(=O)OC2c1c(O)n(C2CCCCC2)c(=O)[nH]c1=O (stereo not given)	7.7%	2.4%	-4.0%	1.3%	-0.5	i	15.4%	-0.3%	0.1%
CCC[C@H](N[C@@H](CCC)[C@H](O)c1ccccc1)[C@H](O)c1ccccc1	-6.3%	-23.6%	1.2%	?	-0.3	i	3.6%	3.0%	-19.1%
CN1CCC2(CC1)NC(=O)C1=C(CN(C)CC1)N2	-12.4%	-5.4%	0.0%	18.1%	-0.5	i	8.3%	-0.3%	-13.3%
COC(=O)C1=C(c2ccc(OCc3ccccc3)cc2)C[C@@H]2CC[C@H]1N2C(=O)NCc1ccc([N+](=O)[O-])cc1	?	-23.6%	-2.1%	?	-0.7	i	6.2%	0.4%	1.3%
CCN1C(=O)C(=Cc2cc(C)n(C3CC3)c2C)C(=O)N(CC)C1=S	35.5%[activator]	3.7%	-9.3%	9.5%	20.8	i	-28.4%	0.3%	-1.8%
Cc1cccc(-n2c(O)c(/C=C/C=Nc3ccccc3)c(=O)[nH]c2=O)c1	103.5%[activator]	2.1%	-5.3%	-0.9%	19.0	i	-21.6%	0.7%	-2.0%
Cn1cc(Br)c(C(=O)Nc2ccc3c(C(F)(F)F)cc(=O)oc3c2)n1	7.7%	-9.0%	1.7%	1.1%	0.6	i	-2.1%	9.6%	24.3%
CC12CC[C@H]3[C@@H](CCC4(O)C[C@H](O)CCC34/C=N/NC(=O)c3ccc(O)cc3)C1(O)CCC2C1=CC(=O)OC1 (stereo not given in full)	13.9%	19.1%	-12.0%	-29.6%	-4.8	i	4.4%	0.2%	1.1%
CCOc1cc(CN2CCN(C(=O)Cc3ccccc3)CC2)ccc1OC	-3.0%	/	-3.3%	11.0%	0.1	i	-2.5%	0.6%	5.4%
Oc1ccc(O)c2c1C1(Cl)C(Cl)=C(Cl)C2(Cl)C1(Cl)Cl	?	?	-0.8%	-8.3%	-0.5	?	12.8%	9.3%	/
Cc1ccc(-n2c(=S)[nH]c3ccc(C)cc3c2=O)cc1	-20.8%	/	/	/	-2.3	i	-5.0%	-0.1%	-22.7%
COc1ccc(NP(=O)(Oc2cccc(C)c2)Oc2cccc(C)c2)cc1OC	15.8µM*	/	-1.3%	?	-0.3	i	6.3%	6.9%	-43.4%
CN1CCCC(C(=O)c2ccc(Cl)cc2)C1 (stereo not given)	5.6%	10.9%	10.7%	2.7%	2.6	i	6.1%	0.1%	3.5%
Cc1c(C=C2C(=O)NC(=O)NC2=O)c(=O)n(-c2ccccc2)n1C	5.9%	-13.0%	-8.3%	0.1%	5.9	i	5.4%	0.4%	-19.6%
O=[N+]([O-])c1ccc(N2CCOCC2)c2cccnc12	-14.2%	/	-4.7%	?	-0.4	/	-3.0%	0.6%	-1.4%
O=C(N/N=C/c1c(O)n(CCc2ccc(F)cc2)c(=O)[nH]c1=O)c1ccncc1	-1.6%	12.1%	-9.9%	-5.4%	0.3	/	-1.2%	0.2%	1.3%
C(#CCN1CCCC1)CN1CCCC1	11.9%	16.1%	?	2.9%	1.5	?	12.1%	-0.9%	0.6%
CC(C)COP(=O)(OCC(C)C)C(Nc1ccccc1)c1ccccc1 (stereo not given)	?	-32.3%	-2.5%	?	-3.6	i	0.6%	3.5%	-171.0%
C=CCC1(Cc2ccsc2)C(=O)NC(=O)NC1=O	-40.2%	-7.4%	2.9%	2.0%	-4.2	i	5.5%	-0.2%	-6.5%
C[C@H]1CCC[C@H](O)CCCCCc2cc(O)cc(O)c2C(=O)O1	?	?	-1.3%	1.8%	-0.5	i	4.7%	-0.2%	-58.2%
O=S(=O)(c1ccc(Cl)cc1)N1Cc2ccccc2-n2nncc2C1	1.5%	-5.5%	/	/	-3.2	i	0.9%	-0.1%	-5.1%
Carrying on:
SMILES	TGFb inhibitor	ATXN2 expr inh	A549 tox	Nrf2 block	IL-2 act	ATXN viability	EPAC2 ag	Nrf2 ARE act	HepG2 viability
CC/C(=N\N1CCCCCC1)c1c(O)n(-c2ccccc2C)c(=O)[nH]c1=O	0.0%	-14.2%	-0.5%	3.4%	-3.5	?	-1.4%	1.9%	5.7%
CCN1CCC(O)(c2ccccc2)C(C(=O)c2ccccc2)C1 (stereo not given)	?	5.2%	1.4%	8.5%	-0.4	i	3.2%	10.5%	-61.5%
C=C1N2CCC(CC2)C1(O)c1ccccc1C (stereo not given)	13.6%	?	-2.0%	/	0.5	i	12.9%	-0.7%	-0.7%
O=c1cccc2n1CC1CC2CN(S(=O)(=O)c2ccccc2)C1 (stereo not given)	-19.4%	1.2%	-7.6%	3.6%	-2.9	i	6.4%	-0.4%	0.8%
Cc1nc2ccccc2c(=O)n1-c1ccc(F)cc1F	36.7%	10.2%	6.3%	0.1%	-2.7	?	19.3%	0.2%	16.9%
CC12CC(=O)C3C(CCC4CC=CCC43C)C1CCC2=O (stereo not given)	-37.0%	7.0%	-9.1%	19.5%	0.0	i	-0.8%	-0.1%	0.1%
CCOc1ccc(C2c3c(-c4ccccc4O)n[nH]c3C(=O)N2Cc2ccncc2)cc1 (stereo not given)	?	-22.8%	-1.7%	-8.1%	/	?	/	0.5%	-5.8%
CCCCn1c(O)c(/C=N/N2CCCCC2c2cccnc2)c(=O)[nH]c1=S (stereo not given)	-16.6%	-3.9%	2.6%	12.3%	-3.4	i	-13.1%	-0.2%	-4.0%
O=C1NC(=O)N(Cc2ccco2)C(=O)/C1=C/c1cccn1CCOc1ccccc1Cl	?	-1.6%	-5.1%	17.1%	-4.9	i	-4.8%	0.1%	-51.3%
CC(=O)c1cccc(OCC(O)CN2CC=C(c3ccccc3)CC2)c1 (stereo not given)	-29.0%	0.5%	5.2%	-11.3%	0.9	i	-4.2%	0.1%	-28.8%
COC(=O)C1=C(c2ccccc2)C[C@@H]2CC[C@H]1N2C(=O)N1CCC(O)CC1	-20.5%	4.6%	-0.2%	21.3%	0.7	i	2.3%	-0.4%	-9.2%
Cc1ccc(N2C(=O)NC(=O)/C(=C/c3ccc(-c4ccc(C(=O)O)c(Cl)c4)o3)C2=O)cc1	-5.9%	3.5%	-5.8%	15.6%	0.9	i	-2.2%	-0.1%	-1.6%
CCOP(=S)(OCC)N1CCOCCOCCN(P(=S)(OCC)OCC)CCOCCOCC1	-1.0%	-4.0%	0.9%	20.4%	0.2	i	1.8%	-0.7%	0.7%
O=c1[nH]c(O)c(N=Nc2ccc(S(=O)(=O)N3CCOCC3)cc2)c(=O)[nH]1	-0.5%	-0.8%	-8.1%	?	-0.9	i	7.6%	2.0%	2.4%
CC(C)OP(=O)(OC(C)C)C(O)c1ccc(Br)cc1 (stereo not given)	-14.7%	-5.2%	0.5%	-27.2%	0.5	i	-15.2%	-0.1%	1.3%
CC(C)=CCSc1nnc([C@@H](N)Cc2c[nH]c3ccccc23)o1	-0.5%	-6.9%	1.9%	/	2.4	i	14.9%	-0.2%	-37.5%
CC(=O)CC(=O)C1C(=O)N(C)C(=O)N(C)C1=O	-0.6%	-26.5%	-4.7%	0.5%	-0.1	i	10.4%	0.0%	2.3%

Look-ups from the entries so far:
Entry of CCCCn1c(O)c(/C=N/N2CCCCC2c2cccnc2)c(=O)[nH]c1=S (stereo not given) under HepG2 viability: -4.0%
Entry of O=C1NC(=O)N(Cc2ccco2)C(=O)/C1=C/c1cccn1CCOc1ccccc1Cl under A549 tox: -5.1%
Entry of Cc1nc2ccccc2c(=O)n1-c1ccc(F)cc1F under EPAC2 ag: 19.3%

Part of the list above, with values under each structure:
Every second line gives: TGFb inhibitor, ATXN2 expr inh, A549 tox, Nrf2 block, IL-2 act, ATXN viability, EPAC2 ag, Nrf2 ARE act, HepG2 viability
- CCCCn1c(O)c(/C=N/N2CCCCC2c2cccnc2)c(=O)[nH]c1=S (stereo not given)
    -16.6%, -3.9%, 2.6%, 12.3%, -3.4, i, -13.1%, -0.2%, -4.0%
- Cc1ccc(N2C(=O)NC(=O)/C(=C/c3ccc(-c4ccc(C(=O)O)c(Cl)c4)o3)C2=O)cc1
    -5.9%, 3.5%, -5.8%, 15.6%, 0.9, i, -2.2%, -0.1%, -1.6%
- CC(C)=CCSc1nnc([C@@H](N)Cc2c[nH]c3ccccc23)o1
    -0.5%, -6.9%, 1.9%, /, 2.4, i, 14.9%, -0.2%, -37.5%
- CC/C(=N\N1CCCCCC1)c1c(O)n(-c2ccccc2C)c(=O)[nH]c1=O
    0.0%, -14.2%, -0.5%, 3.4%, -3.5, ?, -1.4%, 1.9%, 5.7%
- CCOc1ccc(C2c3c(-c4ccccc4O)n[nH]c3C(=O)N2Cc2ccncc2)cc1 (stereo not given)
    ?, -22.8%, -1.7%, -8.1%, /, ?, /, 0.5%, -5.8%
- O=c1cccc2n1CC1CC2CN(S(=O)(=O)c2ccccc2)C1 (stereo not given)
    -19.4%, 1.2%, -7.6%, 3.6%, -2.9, i, 6.4%, -0.4%, 0.8%
